# From PubChem BioAssay
# ATG4B inh – inhibitors of human ATG4B cysteine protease; Q9Y4P1; ATG4B cleavage of LC3-PLA2, NBD-HPC fluorescence, 1 h; inhibition, % at 8.33 µM; 340,000 compounds, 0.51% hits; AID 504462; in the data active means inhibition above about 40%
# Target sequence (Q9Y4P1 whole entry, looked up): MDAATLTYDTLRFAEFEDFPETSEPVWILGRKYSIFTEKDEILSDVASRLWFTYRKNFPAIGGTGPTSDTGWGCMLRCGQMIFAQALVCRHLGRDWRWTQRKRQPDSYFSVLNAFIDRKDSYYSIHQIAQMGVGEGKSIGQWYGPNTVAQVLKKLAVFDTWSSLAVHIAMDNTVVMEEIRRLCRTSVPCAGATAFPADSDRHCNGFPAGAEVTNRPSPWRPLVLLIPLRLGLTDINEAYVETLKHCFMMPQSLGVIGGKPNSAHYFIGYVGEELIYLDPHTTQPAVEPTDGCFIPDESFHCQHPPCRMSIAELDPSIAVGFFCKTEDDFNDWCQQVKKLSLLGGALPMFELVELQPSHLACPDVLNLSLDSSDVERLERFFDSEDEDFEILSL
# SENP1 inh – inhibitors of human SENP1 SUMO protease catalytic domain; inhibition, % at 10 µM; 360,000 compounds, 0.21% hits; Q9P0U3; recombinant SENP1 catalytic domain, CyPet-SUMO1-YPet FRET cleavage; AID 624204;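 active means inhibition at least 30% at 10 µM, raw YFP signal under a set limit, fluorescence ratio 0.5 to 1.5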;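 further: 0% = enzyme with DMSO and 100% = no enzyme wells; some results filed as inactive read as strong as hits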
#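 Material – human SENP1 catalytic domain · Input – SENP1 enzyme, 20 pM final · Compound dosing – single concentration of 10 µM compound, 0.5% DMSO final · Timing – enzyme reaction for 50 min at room temperature, dark · Measured by – FRET fluorescence in CFP and YFP emission channels · Control set – no-enzyme wells low, DMSO-plus-enzyme wells high control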
# SENP6 inh – inhibitors of human SENP6 protease; Q9GZR1; Recombinant SENP6 catalytic domain, aminoluciferin luminescence; inhibition, % at 10 µM; 330,000 compounds, 1.8% hits; AID 2599;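 active means inhibition above about 50% at the single tested dose, limit read from the data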;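 further: plate controls were DMSO wells with enzyme for no effect and DMSO wells lacking enzyme for full effect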
# MPTP inh – blocks calcium-induced mitochondrial swelling; isolated mouse mitochondria, Ca2+ swelling absorbance, 30 min; 360,000 compounds, 1.4% hits; inhibition, % at 10 µM;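 active means inhibition of 50% or more, scaled per plate between neutral and stimulator controls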;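 further: 0% = DMSO wells given calcium and 100% = 1 mM EGTA wells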
# hIAP act – increases human intestinal alkaline phosphatase activity; 330,000 compounds, 0.16% hits; P09923; purified human IAP, CDP-Star luminescence, 30 min; stronger effect = higher value; 1 = vehicle-only enzyme, 0 = enzyme-free background; activation factor at 10 µM; AID 2524;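 active means activation factor of the enzyme at least 2-fold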; further: the source names both 10 and 20 µM as test concentration; values of inactives mirror those of a sister screen read the other way
# Target sequence (P09923 whole entry, looked up): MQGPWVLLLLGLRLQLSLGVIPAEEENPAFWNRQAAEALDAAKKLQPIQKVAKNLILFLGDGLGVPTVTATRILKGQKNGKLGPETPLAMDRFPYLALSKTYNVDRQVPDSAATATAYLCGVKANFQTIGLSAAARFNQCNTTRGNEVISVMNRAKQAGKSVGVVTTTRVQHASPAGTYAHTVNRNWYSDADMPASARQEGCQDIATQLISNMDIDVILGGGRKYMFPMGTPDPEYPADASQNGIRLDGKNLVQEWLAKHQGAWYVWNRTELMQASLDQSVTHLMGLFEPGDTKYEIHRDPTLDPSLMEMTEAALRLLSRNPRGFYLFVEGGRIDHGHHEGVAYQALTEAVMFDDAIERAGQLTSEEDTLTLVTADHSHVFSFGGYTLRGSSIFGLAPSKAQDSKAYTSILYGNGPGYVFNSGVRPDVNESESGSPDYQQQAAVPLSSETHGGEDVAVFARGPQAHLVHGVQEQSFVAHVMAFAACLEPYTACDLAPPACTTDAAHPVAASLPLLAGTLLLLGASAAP
# SENP8 block – inhibitors of human SENP8 protease. Q96LD8. recombinant SENP8, Nedd8 substrate fluorescence. inhibition, % at 20 µM. 360,000 compounds, 0.64% hits; in the data active means inhibition mostly above about 40%, no sharp cut-off; inactive means mostly below about 27%
# PfG6PD inh – PfG6PD (Plasmodium falciparum) enzyme inhibition | AID 504690 | inhibition, % at 20 µM | 350,000 compounds, 0.78% hits | PfGluPho enzyme, NADPH resazurin-diaphorase fluorescence;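 active means inhibition reaching at least a set limit at 20 µM in the primary screen, cut at about 59% in these data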;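 further: 0% = DMSO wells with substrate and 100% = DMSO wells lacking glucose-6-phosphate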
# GRIN3A LBD mod – modulates the human NR3A ligand-binding domain; NR3A LBD differential scanning fluorimetry, Tm shift; 0% = protein alone, 100% = glycine-bound protein; Tm shift relative to glycine control, % at 25 µM; 340,000 compounds, 2.5% hits;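 active means melting temperature shift of at least 10% of the positive control shift, at one fixed dose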
# Numbers without * were called inactive; / = not tested or not shown.
canonical_smiles,ATG4B inh,SENP1 inh,SENP6 inh,MPTP inh,hIAP act,SENP8 block,PfG6PD inh,GRIN3A LBD mod
O=C(Nc1ccccc1)Nc1ccc(F)c([N+](=O)[O-])c1,16,2,27,94*,0.84,9,26,26*
CCOC(=O)C1(C(F)(F)F)N=C(c2cccnc2)OC(N2CCCCC2)=N1 (configuration not stated),-3,0,-2,0.3,0.91,20,10,2
CCOC(=O)c1nnn(-c2nonc2N)c1COc1cc(C)c(Cl)c(C)c1,-5,1,-6,-1.4,1.1,11,5,-6
CCCCCC(C)NC(=O)c1ccoc1C (configuration not stated),2,-2,1,-0.8,1,17,-18,-2
CCOC(=O)c1oc2ccccc2c1CN1CCN(C(=O)c2ccccc2)CC1,-3,-70,-10,0.7,0.86,4,-16,-1
Cc1cc(NC(=O)CCC(=O)N(Cc2ccccc2)C2(C(=O)NC3CCCCC3)CCCC2)no1,-11,-1,-34,0.7,1.1,15,4,-3
O=C(CSc1nc2ccccc2s1)NCCCN1CCOCC1,-8,4,-20,1.6,0.97,14,-14,0
NC(=O)c1ccc[n+](CC(=O)c2ccccc2)c1,-2,-2,-2,2.0,0.78,14,6,-2
O=C1c2cccc(OCC(=O)N3CCCc4ccccc43)c2CCN1Cc1ccccc1,-8,3,-14,0.2,1.1,1,-4,2
COc1ccccc1C(=O)Nc1ccc(S(=O)(=O)N(C)c2ccccc2)cc1,-2,2,8,4.4,0.93,23,22,-8
COC(=O)[C@H](C)N(Cc1ccc(Cl)c(Cl)c1)S(=O)(=O)CCN1CCCC1,-10,-1,/,-1.4,/,12,12,1
COc1ccc(NC(=O)c2ccccc2[N+](=O)[O-])cc1OC,2,4,2,0.0,0.91,11,-3,-3
O=C(C(Cc1ccccc1)n1cccc1)N1CCN(C2CCCCC2)CC1 (configuration not stated),-4,-22,-23,0.3,0.94,10,2,-1
c1ccc(C[n+]2csc3ccccc32)cc1,0,1,19,-2.6,0.85,19,62*,5
CN1CCN(c2ccccc2NC(=O)c2ccc(-c3ccc(Br)cc3)o2)CC1,-3,-2,-13,-0.3,1.2,-54,11,-15
CC(=O)Nc1ccc(NC(=O)Cn2c(=O)n(-c3ccc(F)cc3)c(=O)c3oc4ccccc4c32)cc1,0,1,-12,0.2,1.1,6,-14,-3
CCc1cc2c(=O)c(-c3nc4ccccc4n3C)c(COCC(=O)O)oc2cc1OC(=O)C(C)(C)C,4,-30,-3,-4.2,0.94,-182,-20,1
Cc1ccc(OCCC(=O)OCC(=O)Nc2ccc(N3CCOCC3)cc2)cc1,-6,2,-17,-0.3,1.4,-3,5,-1
O=C(Nc1nc(-c2ccccn2)cs1)c1cc(S(=O)(=O)N2CCOCC2)ccc1F,-7,-16,-22,-1.1,1.2,-26,19,-3
CCn1c(CSc2nccn2C)nc2cc(C(=O)O)ccc21,-8,-24,-3,-1.7,1.1,-207,6,2
CNC(=O)C1CCCN1S(=O)(=O)c1ccc(OC)cc1 (configuration not stated),-8,3,-17,-4.6,1.3,15,-7,0
Cc1cccc(C)c1NC(=O)COC(=O)/C=C/c1ccc(S(=O)(=O)N2CCOCC2)cc1,-8,3,5,-3.1,1.2,10,-1,2
C=CCn1c(-c2cc3c(s2)CCC(CC)C3)n[nH]c1=S (configuration not stated),-4,0,1,7.2,1.2,-443,14,1
COc1ccc(-c2noc(C(C)n3nc(C)c([N+](=O)[O-])c3C)n2)cc1OC (configuration not stated),-8,0,1,1.8,1.1,9,-3,1
C/C=C1\COC(C(=O)NCCN2CCCC2)(C(F)(F)F)C=C1C=C1CCCCC1 (configuration not stated),-4,-12,8,0.9,0.93,5,-11,-2
CCOC(=O)N1CCN=C1SCc1ccc(C(F)(F)F)cc1,-5,0,3,4.6,1,5,7,1
N/C(=N\OC(=O)CCc1ccccc1)c1ccccc1Cl,6,2,-17,1.2,0.98,4,-5,-4
CC(C)Nc1nnc(SCC(=O)Nc2ccc3c(c2)C(=O)c2ccccc2C3=O)s1,-9,-28,/,21,/,25,36,-13
COc1ccc(-c2nc(SC)n(S(=O)(=O)c3ccccc3)n2)cc1,-15,2,-9,-2.4,0.98,20,16,3
O=C1Nc2ccccc2/C1=C/c1ccc([N+](=O)[O-])cc1,-1,1,-2,0.6,0.84,22,1,-1
CC1(C)CC(=O)C(C=NCCc2ccc(O)cc2)=C(O)C1,1,0,0,-0.1,1,11,-10,3
COc1ccc(S(=O)(=O)CCC(=O)NC2CCCCC2)cc1,-8,-4,-2,-1.5,0.95,17,-9,-2
O=S(=O)(CCN1CCN(c2ccccc2O)CC1)c1cc(Cl)ccc1Cl,-14,-1,-4,-0.7,0.96,9,21,3
CNC(=O)c1ccc(NC(=O)c2cccc(C(F)(F)F)c2)cc1,6,3,-14,-1.2,0.93,5,-18,-7
Cc1ccc(N2C(=O)/C(=C\c3ccc(C(C)C)cc3)N=C2SC2CCOC2=O)cc1 (configuration not stated),-5,-12,7,1.3,0.94,-270,16,1
CCN(C(=O)COC(=O)c1c2c(nc3ccccc13)CCC2)c1c(N)n(Cc2ccccc2)c(=O)[nH]c1=O,-10,6,/,-1.8,/,-26,-7,-1
O=C(N/N=C/c1cc2c(cc1Br)OCO2)C1COc2ccccc2O1 (configuration not stated),-8,-1,-30,-1.6,0.81,-7,6,-5
Oc1ccc(N=Cc2sc3ccccc3c2Cl)cc1,3,6,66*,7.5,0.84,88*,46,16*
CC(=O)N=c1sc(C(C)(C)C)c(C)n1C,-4,-1,-8,0.5,0.92,-1,-21,1
Cc1cc(C)n(C(=O)c2cccc(S(=O)(=O)N3CCOCC3)c2)n1,-7,3,2,-1.3,0.97,12,1,2
O=C(O)COC(=O)C1C(c2ccccc2)C(C(=O)O)C1c1ccccc1 (configuration not stated),3,-2,-6,-0.8,0.9,6,-11,-3
OCCNc1c2ccccc2nc2c(F)c(F)c(F)c(F)c12,3,-27,/,0.5,/,-343,5,4
O=C(Nc1cc(Br)ccc1O)c1cc(-c2cccs2)on1,-13,6,/,2.3,/,2,8,-2
CC12CCC(CC1=O)C2(C)C (configuration not stated),-8,4,2,-0.4,0.97,38,12,-4
CN(C1CCCCC1)S(=O)(=O)c1ccc(S(=O)(=O)N(CC(=O)Nc2ccccc2)C2CC2)cc1,-2,3,-13,32,0.97,23,-12,-1
CCOc1ccc(S(=O)(=O)N(C)CC(=O)NCCN2CCOCC2)cc1,5,2,-2,-0.2,0.83,8,-18,-3
COc1ccc(C2NC(=O)NC(C)=C2C(=O)OCc2ccc3c(c2)OCO3)cc1OC (configuration not stated),-3,1,-5,-1.2,0.95,5,-6,-1
O=C(COC(=O)CNC(=O)c1ccccc1)NCc1ccc2c(c1)OCO2,-3,-1,0,-1.5,1.2,2,8,-2
Cc1ccc(-c2noc(CCC(=O)NCCCN3CCN(c4cccc(Cl)c4)CC3)n2)cc1,-1,1,-22,94*,0.82,14,10,-19
O=C(O)CN1C(=O)/C(=C/c2cccc(Cl)c2)Oc2ccccc21,11,-3,0,1.5,0.89,-321,-24,4

# (list continues)
canonical_smiles,ATG4B inh,SENP1 inh,SENP6 inh,MPTP inh,hIAP act,SENP8 block,PfG6PD inh,GRIN3A LBD mod
COc1cccc(NS(=O)(=O)c2cn(C)c(=O)n(C)c2=O)c1,-4,0,-13,-0.8,0.84,7,-18,-2
COc1ccccc1C(=O)NCC(c1ccco1)N1CCc2ccccc21 (configuration not stated),6,0,-8,-1.1,1.2,7,21,-6
O=C(CCc1c[nH]c2ccccc12)NC(Cc1ccccc1)C(=O)O (configuration not stated),-4,3,-16,-0.8,1.2,8,-21,1
CC1(CCC(=O)N2CCCC(N3CCN(c4ccc(F)cc4)CC3)C2)CC1 (configuration not stated),-3,3,0,-0.1,0.69,18,-15,-2
CC(=O)c1ccc(NC(=O)c2cc(CC(C)C)on2)cc1,-1,3,17,-2.1,0.89,6,-16,0
COc1ccc(C(C)=O)cc1COC(=O)[C@H](Cc1ccccc1)NC(=O)c1ccco1,-6,-3,-4,-1.7,1,10,22,2
CCOC(=O)NC(C(Cl)(Cl)Cl)S(=O)(=O)c1ccccc1 (configuration not stated),-10,2,6,0.4,1,10,15,1
CC1=NN(C(=O)Cn2nc([N+](=O)[O-])c(Br)c2C)C(O)(C(F)(F)F)C1 (configuration not stated),9,2,8,-0.7,1.1,20,-12,0
Cn1c(N)c(C(=O)CSc2nnc(C3CC3)n2Cc2ccccc2)c(=O)n(C)c1=O,-1,2,2,-0.9,0.96,-5,-10,1
COc1ccc(C(=O)CSc2nncn2C)cc1,-2,2,-6,-5.5,1.2,20,14,2

# A second format for some results above.
# Values in the order: ATG4B inh	SENP1 inh	SENP6 inh	MPTP inh	hIAP act	SENP8 block	PfG6PD inh	GRIN3A LBD mod
- CC1(CCC(=O)N2CCCC(N3CCN(c4ccc(F)cc4)CC3)C2)CC1 (configuration not stated)
 : -3	3	0	-0.1	0.69	18	-15	-2
- CC(=O)c1ccc(NC(=O)c2cc(CC(C)C)on2)cc1
 : -1	3	17	-2.1	0.89	6	-16	0
- COc1ccc(C(C)=O)cc1COC(=O)[C@H](Cc1ccccc1)NC(=O)c1ccco1
 : -6	-3	-4	-1.7	1	10	22	2
- CCOC(=O)NC(C(Cl)(Cl)Cl)S(=O)(=O)c1ccccc1 (configuration not stated)
 : -10	2	6	0.4	1	10	15	1
- CC1=NN(C(=O)Cn2nc([N+](=O)[O-])c(Br)c2C)C(O)(C(F)(F)F)C1 (configuration not stated)
 : 9	2	8	-0.7	1.1	20	-12	0
- Cn1c(N)c(C(=O)CSc2nnc(C3CC3)n2Cc2ccccc2)c(=O)n(C)c1=O
 : -1	2	2	-0.9	0.96	-5	-10	1

# New compounds follow
canonical_smiles,ATG4B inh,SENP1 inh,SENP6 inh,MPTP inh,hIAP act,SENP8 block,PfG6PD inh,GRIN3A LBD mod
N#Cc1ccc(C(=O)NC2CCCc3ccccc32)cc1 (configuration not stated),7,-5,-5,-0.3,1,-12,0,-1
O=C1CCCC(=O)C1=C1SCCS1,-7,2,2,2.0,1.1,7,-2,4
O=C(Nc1cccc2cccnc12)c1ccc(Br)o1,-12,1,-11,0.7,0.9,-3,18,-1
Cc1ccc(C(=O)NCc2ccccn2)cc1Cl,-2,-2,-7,0.2,1,5,25,-4
CCOC(=O)C1CCCN(C(=O)CSc2nnc3nc(C)cc(C)n23)C1 (configuration not stated),-1,-2,-22,-0.3,1.1,-81,2,1
CC1CC(C)CN(C(=O)Cn2ncc3c([nH]c4ccccc43)c2=O)C1 (configuration not stated),-1,-1,3,-1.1,0.83,-7,1,-3
COc1ccc(C(=O)COC(=O)c2ccn(C)n2)cc1,0,0,29,-1.8,0.98,11,7,-1
O=C(CSc1nnc(Cc2ccccc2)n1Cc1ccco1)NC1CCCC1,-8,-3,-2,-2.1,0.89,10,-2,-12
Cc1ccc(CNCC2CCCO2)s1 (configuration not stated),-4,-1,-17,1.7,1,9,8,-4
CN1C(=O)Cc2cc(S(=O)(=O)Nc3ccc(N4CCOCC4)cc3)ccc21,-7,0,-2,0.1,0.93,9,6,1
O=C(CSc1nccc2ccccc12)N1CCN(c2ccccn2)CC1,1,0,2,-2.3,0.88,8,5,0
COc1ccccc1CNC(=O)c1ccc(Br)o1,-1,1,-15,-1.3,1.1,8,-5,3
Cc1ccc(Cn2c(C(CO)Nc3nc(-c4ccc(F)cc4)cs3)nc3ccccc32)cc1 (configuration not stated),-2,-3,-9,2.3,1.1,-7,36,19*
Cc1cc(C)cc(CN2C(=O)NC3(CCCCCC3)C2=O)c1,10,3,-8,0.0,1.1,8,-4,0
Cc1cc(C)nc(N2CCN(S(=O)(=O)c3ccc(F)cc3)CC2)n1,-8,-3,-12,-0.3,1.3,1,17,2

# This is a random part of the collection, and some 6.7% of all compounds hit somewhere here.
